Bioassay records deposited in PubChem BioAssay by several laboratories.
HIV fusion peptide: cell-free HIV fusion peptide-binding blockers – biochemical, uHTS, fluorescence dequenching, primary screen (AID 1986) | 290,000 compounds, 0.3% hits | inhibition, % at 20 µM; hits with a dose series show IC50 in µM | cell-free peptide binding, fluorescence dequenching, 30 min; higher % means a stronger effect; in the data active means inhibition mostly above about 52%, no sharp cut-off; inactive means mostly below about 76%; further: some results filed as inactive read as strong as hits
WT yeast gro inh: growth inhibition of WT yeast, mitochondrial fusion screen; AID 1362; inhibition, % at 10 µM; 190,000 compounds, 2.1% hits; mitochondrial fusion phenotypic screen, WT strain; in the data active means inhibition above about 58%; tested in S. cerevisiae
b-catenin transl: modulators of beta-catenin nuclear translocation | HeLa beta-catenin nuclear translocation, immunofluorescence imaging | nuclear translocation activity, % at 5 µM | 190,000 compounds, 0.3% hits | AID 1665;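 active means nuclear translocation activity above 50% at 5 µM, with a well cell count of 50 or more; inconclusive means wells under 50 cells across six images, flagged as toxic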;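 further: per-cell ratio of nuclear to cytoplasmic median beta-catenin stain intensity; plate controls were DMSO negative control for no effect and GSK-3 inhibitor IX positive control for full effect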
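Technique: fluorescence imaging of beta-catenin antibody stain plus DAPI / Material: human HeLa cell line / Incubation: compound treatment 24 h, 37°C, 5% CO2 / Read-out basis: % activation of per-cell nuclear versus cytoplasmic median beta-catenin signal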
AID2073: disruptors of CaV2.2 binding to Mint1 – biochemical, HTRF (AID 2073); HTRF protein-protein interaction, Mint1-CaV2.2; higher % means a stronger effect; one-dose inhibition, % at 20 µM; IC50 in µM for titrated hits; 290,000 compounds, 0.19% hits; in the data active means inhibition mostly above about 51%, no sharp cut-off; inconclusive means no clear call, values can overlap the other calls; inactive means mostly below about 53%; further: some results filed as inactive read as strong as hits
Ins promoter up: MIN6 insulin promoter up-regulation. AID 1625. MIN6 insulin promoter-GFP reporter, high-content imaging; hits give high values. z-score at 5 µM. 190,000 compounds, 0.3% hits;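 active means z-score above 3 at 5 µM with at least 500 cells counted in the well; inconclusive means wells under 500 cells, flagged as cytotoxic or low count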
Yfh1-depleted yeast: enhancers of respiration in Yfh1-depleted yeast, dose response, Friedreich's ataxia, plus single-dose screen (AID 1465). S. cerevisiae Yfh1-off respiration, WST-1 reduction, 72 h; higher fold induction means a stronger effect. fold induction at 50 µM; hits with a dose series show EC50 in µM. 220,000 compounds, 0.074% hits;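 active means fold induction of absorbance versus untreated yeast above a set limit, then at least 30% activation at any dose in follow-up; inconclusive means repeats straddling the limit, or above it without dose testing; inactive means fold induction below the set limit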;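 further: activators that raise dye reduction in frataxin-depleted yeast; strong numbers were not always called active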
Autophagy mod: alters autophagy in cells; MEF GFP-LC3 puncta imaging; test concentration mostly 10 µM; calls only at 10 µM (by protocol); 190,000 compounds, 0.98% hits;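 active means percentage of spot-positive cells more than 3 SD above its plate mean, without a fluorescence outlier flag or 80% toxicity; inconclusive means no clear call, values can overlap the other calls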;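 further: spot-positive cell cutoff set from DMSO-treated cells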
MT stabilizer: stabilizes microtubules in HeLa cells. HeLa tubulin immunostaining HCS, 24 h; share of cells brighter than vehicle mean+2SD. % tubulin-high responders, % at 10 µM. 200,000 compounds, 0.83% hits;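 active means plate Z-score above 3 for both tubulin-high and condensed-nucleus cell shares, with cell loss under 80%, at 10 µM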;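 further: anti alpha tubulin signal scored within the nucleus-defined area of each cell; some results filed as inactive read as strong as hits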
Dynein transport: dynein cargo transport inhibition; 220,000 compounds, 0.47% hits; 3617.4 mouse cells, GR-EGFP nuclear translocation imaging; test concentration mostly 20 µM; stimulated with dexamethasone, 1 µM; hits give low values; AID 1381; z-score, hits read low;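 active means plate z-score of nuclear minus cytoplasmic receptor signal below a set negative limit, without overly bright fluorescence or cell loss, cut at about -3.5 in these data, passing the limit was not always enough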;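 further: z-score of nuclear minus cytoplasmic ring GR-EGFP intensity difference per well; some compounds called inactive have numbers as strong as hits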
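Buffer or medium: tet-free, stripped-serum medium; reagent: dexamethasone at 1.0 µM final, 30 min; incubation: 48 h induction, 1 h compound, 30 min dex at 37 °C; measured by: formaldehyde fixation, Hoechst nuclear stain, 10x automated fluorescence imaging; read-out: nuclear-to-cytoplasmic GR-EGFP distribution per well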
WT yeast gro inh mutant strain: recorded beside WT yeast gro inh, whose call it bears; inhibition, %; mitochondrial fusion phenotypic screen, mutant strain inhibition
Dynein transport cytoplasmic EGFP: recorded beside Dynein transport, whose call it bears; z-score; measured here: cytoplasmic GR-EGFP intensity; hits give high values
Dynein transport nuclear GR-EGFP: further read-out of Dynein transport, marked with its call; z-score; measured here: nuclear GR-EGFP intensity;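 lower value marks the stronger effect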
Dynein transport cell count: second read-out of Dynein transport, no call of its own (marks repeat the call); z-score; measured here: cell count per field
Ins promoter up cell count: further read-out of Ins promoter up, marked with its call; cell count; measured here: cytotoxicity, nuclei count;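 total cells summed across four imaged fields per well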
b-catenin transl cell count 5 µM: second read-out of b-catenin transl, no call of its own (marks repeat the call); cell count; measured here: cell count, cytotoxicity flag
MT stabilizer Hoechst-high %: further read-out of MT stabilizer, marked with its call; % Hoechst-high responders; measured here: nuclear condensation Hoechst responders;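 share of cells brighter than vehicle mean plus two SD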
MT stabilizer cytotoxicity %: also measured in MT stabilizer; calls as there; toxicity, %; measured here: cytotoxicity by cell density;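 0% = mean cell density of plate MIN control wells and 100% = no cells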
Autophagy mod cell loss 18 h: also measured in Autophagy mod; calls as there; toxicity, %; measured here: cell loss, nuclei count;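 cell loss after 18 h compound exposure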
* marks the source's active call; other numbers are inactive results.

Screening C=CCNC(=S)Nc1ccc(Cl)c(S(=O)(=O)N2CCOCC2)c1 returned HIV fusion peptide -1.4%, WT yeast gro inh -2.4, b-catenin transl -2.1, AID2073 -16.7%, Ins promoter up -0.95, Yfh1-depleted yeast inactive, Autophagy mod inactive, MT stabilizer 7.5, Dynein transport 0.462, WT yeast gro inh mutant strain 14.0, Dynein transport cytoplasmic EGFP -0.314, Dynein transport nuclear GR-EGFP 0.503, Dynein transport cell count 0.0896, Ins promoter up cell count 1276, b-catenin transl cell count 5 µM 1085, MT stabilizer Hoechst-high % 2.8, MT stabilizer cytotoxicity % 4.7 and Autophagy mod cell loss 18 h 29.6.
For O=C1NCCN(Cc2c(F)cccc2Cl)C1CC(=O)N1CCCO1 (stereo not drawn) the results were HIV fusion peptide 0.5%, WT yeast gro inh 2.9, b-catenin transl -1.9, AID2073 4.0%, Ins promoter up 0.86, Yfh1-depleted yeast inactive, Autophagy mod inactive, MT stabilizer 3.6, Dynein transport 0.0796, WT yeast gro inh mutant strain 8.2, Dynein transport cytoplasmic EGFP -0.149, Dynein transport nuclear GR-EGFP -0.0335, Dynein transport cell count 0.055, Ins promoter up cell count 1600, b-catenin transl cell count 5 µM 1037, MT stabilizer Hoechst-high % 1.9, MT stabilizer cytotoxicity % 3.3 and Autophagy mod cell loss 18 h -3.8.
For COc1ccccc1-n1c(-c2ccc(NS(C)(=O)=O)cc2)n[nH]c1=S the results were HIV fusion peptide -0.3%, WT yeast gro inh -3.0, AID2073 -9.6%, Ins promoter up -0.03, Yfh1-depleted yeast inactive, Autophagy mod inactive, MT stabilizer 1.1, Dynein transport 0.268, WT yeast gro inh mutant strain -0.3, Dynein transport cytoplasmic EGFP -0.393, Dynein transport nuclear GR-EGFP 0.18, Dynein transport cell count 0.724, Ins promoter up cell count 870, MT stabilizer Hoechst-high % 1.7, MT stabilizer cytotoxicity % 6.2 and Autophagy mod cell loss 18 h 26.0.
`Cc1cc(S(=O)(=O)NCC(C)C)ccc1OCC(=O)N1CCOCC1` gave HIV fusion peptide -1.4%, WT yeast gro inh -2.6, b-catenin transl -1.4, AID2073 -0.7%, Yfh1-depleted yeast inactive, Autophagy mod inactive, MT stabilizer 2.0, Dynein transport -0.752, WT yeast gro inh mutant strain -5.3, Dynein transport cytoplasmic EGFP 0.217, Dynein transport nuclear GR-EGFP 0.153, Dynein transport cell count -0.745, b-catenin transl cell count 5 µM 1094, MT stabilizer Hoechst-high % 2.6, MT stabilizer cytotoxicity % 9.9 and Autophagy mod cell loss 18 h -2.1.
Screening Cc1ccc(S(=O)(=O)Nc2cc(-c3ccccc3)nn2C)cc1 returned HIV fusion peptide 2.4%, b-catenin transl 0.9, AID2073 inconclusive, Ins promoter up 1.3, Yfh1-depleted yeast inactive, Dynein transport -0.396, Dynein transport cytoplasmic EGFP 0.521, Dynein transport nuclear GR-EGFP -0.185, Dynein transport cell count 0.12, Ins promoter up cell count 1033 and b-catenin transl cell count 5 µM 1243.
For COc1ccc(NC(=O)C23CC4CC(C2)CC(c2ccc(C)cc2)(C4)C3)cc1 the results were HIV fusion peptide -0.9%, WT yeast gro inh 37.6, b-catenin transl 1.0, AID2073 5.9%, Ins promoter up 0.45, Yfh1-depleted yeast inactive, Autophagy mod inactive, MT stabilizer 1.5, Dynein transport 0.999, WT yeast gro inh mutant strain 0.1, Dynein transport cytoplasmic EGFP -0.242, Dynein transport nuclear GR-EGFP 0.628, Dynein transport cell count -0.109, Ins promoter up cell count 1516, b-catenin transl cell count 5 µM 1123, MT stabilizer Hoechst-high % 3.3, MT stabilizer cytotoxicity % 11.6 and Autophagy mod cell loss 18 h -14.8.
For CC(C)(C)c1ccc(-c2cc(N)n[nH]2)cc1 the results were HIV fusion peptide -2.1%, WT yeast gro inh -6.3, AID2073 10.3%, Ins promoter up 1.45, Yfh1-depleted yeast inactive, Autophagy mod inactive, MT stabilizer 6.4, Dynein transport -0.971, WT yeast gro inh mutant strain -3.0, Dynein transport cytoplasmic EGFP 1.02, Dynein transport nuclear GR-EGFP -0.0608, Dynein transport cell count 0.639, Ins promoter up cell count 763, MT stabilizer Hoechst-high % 2.6, MT stabilizer cytotoxicity % 7.4 and Autophagy mod cell loss 18 h -0.1.
CC(C)(C)C1CCc2c(sc3nc(SCC(N)=O)nc(N)c23)C1 (stereo not drawn) was read as HIV fusion peptide -3.2%, WT yeast gro inh 34.0, b-catenin transl -0.2, AID2073 22.5%, Yfh1-depleted yeast inactive, Autophagy mod inactive, MT stabilizer 2.6, Dynein transport 1.64, WT yeast gro inh mutant strain -0.3, Dynein transport cytoplasmic EGFP -0.0968, Dynein transport nuclear GR-EGFP 0.923, Dynein transport cell count -0.692, b-catenin transl cell count 5 µM 1106, MT stabilizer Hoechst-high % 1.4, MT stabilizer cytotoxicity % 2.1 and Autophagy mod cell loss 18 h 4.3.
For CCN(CC)C(=O)Cn1c(=O)n(C)c2ccccc21 the results were HIV fusion peptide -1.6%, WT yeast gro inh -4.2, b-catenin transl 1.4, AID2073 17.7%, Ins promoter up -0.26, Yfh1-depleted yeast inactive, Autophagy mod inactive, MT stabilizer 1.4, Dynein transport -0.245, WT yeast gro inh mutant strain -1.7, Dynein transport cytoplasmic EGFP -0.187, Dynein transport nuclear GR-EGFP 0.157, Dynein transport cell count 0.35, Ins promoter up cell count 846, b-catenin transl cell count 5 µM 1237, MT stabilizer Hoechst-high % 1.1, MT stabilizer cytotoxicity % 7.4 and Autophagy mod cell loss 18 h -5.3.
Screening Cc1cc(OCCOCCN(C)CCO)cc(C)c1Cl returned HIV fusion peptide -0.9%, WT yeast gro inh 4.7, b-catenin transl 2.6, AID2073 -10.4%, Ins promoter up -1.39, Yfh1-depleted yeast inactive, Autophagy mod inactive, MT stabilizer 3.3, Dynein transport 0.049, WT yeast gro inh mutant strain -6.2, Dynein transport cytoplasmic EGFP -0.208, Dynein transport nuclear GR-EGFP 0.501, Dynein transport cell count -0.103, Ins promoter up cell count 1394, b-catenin transl cell count 5 µM 683, MT stabilizer Hoechst-high % 1.5, MT stabilizer cytotoxicity % 4.4 and Autophagy mod cell loss 18 h 12.8.
For O=C(Cn1c2ccccc2c(=O)c2ccccc21)Nc1ccccc1F the results were HIV fusion peptide 6.7%, WT yeast gro inh -14.4, b-catenin transl -3.5, AID2073 14.0%, Ins promoter up -0.13, Yfh1-depleted yeast inactive, Autophagy mod inactive, MT stabilizer 5.2, Dynein transport 0.0144, WT yeast gro inh mutant strain 14.6, Dynein transport cytoplasmic EGFP -0.177, Dynein transport nuclear GR-EGFP -0.122, Dynein transport cell count 0.0466, Ins promoter up cell count 1517, b-catenin transl cell count 5 µM 1106, MT stabilizer Hoechst-high % 2.1, MT stabilizer cytotoxicity % 5.6 and Autophagy mod cell loss 18 h -1.2.
For N#Cc1ccccc1NC(=O)CC1CCCCC1 the results were HIV fusion peptide -2.3%, WT yeast gro inh 7.0, AID2073 -5.3%, Ins promoter up 0.37, Yfh1-depleted yeast inactive, Autophagy mod inactive, MT stabilizer 0.3, Dynein transport -1.46, WT yeast gro inh mutant strain 3.2, Dynein transport cytoplasmic EGFP -0.53, Dynein transport nuclear GR-EGFP -0.853, Dynein transport cell count 0.948, Ins promoter up cell count 949, MT stabilizer Hoechst-high % 1.5, MT stabilizer cytotoxicity % 1.6 and Autophagy mod cell loss 18 h -1.4.
For O=C(Nc1ccc(Cl)cc1C(=O)N1CCOCC1)c1cccc([N+](=O)[O-])c1 the results were HIV fusion peptide 1.5%, WT yeast gro inh -17.9, b-catenin transl -1.9, AID2073 11.6%, Ins promoter up 0.34, Yfh1-depleted yeast inactive, Autophagy mod inactive, MT stabilizer 1.5, Dynein transport 0.329, WT yeast gro inh mutant strain 15.7, Dynein transport cytoplasmic EGFP -0.229, Dynein transport nuclear GR-EGFP 0.255, Dynein transport cell count -0.199, Ins promoter up cell count 1401, b-catenin transl cell count 5 µM 978, MT stabilizer Hoechst-high % 1.2, MT stabilizer cytotoxicity % 10.7 and Autophagy mod cell loss 18 h 9.3.
CCCc1nc2sc3c(=O)n(N)cnc3c2c2c1CCCC2 was read as HIV fusion peptide -0.7%, WT yeast gro inh -8.2, b-catenin transl 1.7, AID2073 -10.8%, Ins promoter up -0.19, Yfh1-depleted yeast inactive, Autophagy mod inactive, MT stabilizer 3.8, Dynein transport 0.0346, WT yeast gro inh mutant strain -9.6, Dynein transport cytoplasmic EGFP -0.131, Dynein transport nuclear GR-EGFP -0.124, Dynein transport cell count 0.136, Ins promoter up cell count 1259, b-catenin transl cell count 5 µM 512, MT stabilizer Hoechst-high % 2.4, MT stabilizer cytotoxicity % 4.4 and Autophagy mod cell loss 18 h -5.8.
Screening COc1cc(NC(=S)N2CCc3ccccc3C2)cc(OC)c1 returned HIV fusion peptide 0.6%, WT yeast gro inh 40.5, b-catenin transl -1.7, AID2073 -13.2%, Ins promoter up -0.31, Yfh1-depleted yeast inactive, Autophagy mod inactive, MT stabilizer 3.5, Dynein transport -0.506, WT yeast gro inh mutant strain 12.1, Dynein transport cytoplasmic EGFP -0.282, Dynein transport nuclear GR-EGFP -0.143, Dynein transport cell count 0.497, Ins promoter up cell count 1596, b-catenin transl cell count 5 µM 1149, MT stabilizer Hoechst-high % 1.9, MT stabilizer cytotoxicity % 6.1 and Autophagy mod cell loss 18 h 12.3.

Rows were taken by chance. Share with any hit: about 4.2%.
